# Screening results: PubChem, National Center for Advancing Translational Sciences (NCATS)
# LMNA splice mod = changes lamin A minigene splicing in HeLa cells; HeLa LMNA splicing GFP/RFP minigene ratio, 48 h; Potency, µM (series often up to 46.1 µM), inactives show at the top dose ratio change, negative = inhibition, most hits filed as inhibitors; 0.01% of 200,000 active; active means well fitted inhibition curve with a large enough effect in the signal ratio, with a control signal flat, not every such curve was filed as active; inconclusive means small, poorly fitted or top-dose-only effect, or effect the other way, or a change in a side signal; the % refers to the signal ratio; further: potency means the concentration at half of the fitted maximal effect; on the % scale 0 is the no-effect control and ±100 the full control effect
#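 Read-out is the ratio of GFP to DsRed2 object intensity, acquired by 488 nm laser-scanning cytometry on HeLa lamin A-EGFP minigene reporter cells. Compound incubation 48 hrs at 37 °C in Opti-MEM with 2% FBS; DMSO 0.5% final.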
# IMPase Li cell = membrane-permeable IMPase blocker, potentiated with lithium. CHO-M1 cells, IP1 TR-FRET (IP-One), carbachol + lithium. Potency, µM (series often up to 59.4 µM), without a hit: at the highest dose activity, negative = IMPase inhibition, actives largely listed as inhibitors. 0.35% of 210,000 active. AID 1457;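 further: IP1 builds up when IMPase is blocked and the TR-FRET signal falls; potency means the concentration at half of the fitted maximal effect; plate controls were basal vehicle for no effect and high inhibitor control for full effect; nearly all actives have a fitted effect of over 50% in size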
#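 Readout is a homogeneous TR-FRET IP1 immunoassay (Ex 320, Em 665 and 620), where raised cytosolic IP1 lowers signal. Cells were CHO-M1 treated 30 min at 37C with test compounds plus a little lithium; AC50 values came from Hill-equation fitting.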
# SMN2 splice up = enhancers of SMN2 splice variant expression; HEK293 SMN2-luciferase splicing reporter, luminescence, 30-36 h; Potency, µM (series often up to 46.1 µM), for inactives: top-dose activity change, positive = activation, most hits filed as activators; 2.8% of 210,000 active; further: potency means the concentration at half of the fitted maximal effect; % of control where 0% means no effect; nearly all actives have a fitted effect of over 55% in size
#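 HEK293 cells carry an SMN2 minigene-luciferase reporter in which exon 7 inclusion puts luciferase in frame. Cells were seeded at 2000 cells/well, attached for 10-12 hours, then exposed to compounds for 30-36 hours at 37C before ONE-Glo luminescence.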
# HTT cytoprotect = protects HTT-Q103 PC12 cells, measured by ATP; Potency, µM (doses to about 56.4 µM), for inactives: cytoprotection (ATP increase), most hits filed as activators; PC12 HTT-Q103 induced, cytoprotection, ATP luminescence, 40 h; AID 1471; 0.14% of 230,000 active;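 further: potency means the concentration at half of the fitted maximal effect; % of control where 0% means no effect; nearly all actives have a fitted effect of over 45% in size; toxic huntingtin expression switched on by the ecdysone agonist tebufenozide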
#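 PC12 cells stably carrying ecdysone-inducible Htt exon 1 (Q103)–GFP were induced with 100 nM tebufenozide (final) alongside library compounds in a dose series. Cytoprotection was scored as retained ATP by ATPlite luminescence.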
# HTT aggregate = mutant huntingtin aggregation inhibition; PC12 HttQ103-GFP aggregates, Acumen cytometry, 40 h; Potency, µM (series often up to 46.1 µM), without a hit: at the top dose activity change, negative = inhibition, hits mostly inhibitors; 1.1% of 220,000 active; AID 1688; further: potency means the concentration at half of the fitted maximal effect; on the % scale 0 is the no-effect control and ±100 the full control effect; nearly all actives have a fitted effect of over 60% in size
#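 Multiplexed with ATP-based cell death, this channel scores GFP aggregates in PC12 cells expressing inducible HTTex1-Q103-GFP. Induction used 100 nM tebufenozide; compounds were tested in concentration series.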
# CBFb-RUNX1 inh = inhibitors of human CBF-beta and RUNX1 interaction; Potency, µM (doses to about 59.8 µM), without a hit: at the top dose activity, negative = inhibition, usual class: inhibitors; AlphaScreen CBFb-His/RUNX1-biotin binding, biochemical; AID 1477; 230,000 tested, under 10 active; further: % of control where 0% means no effect
# Target sequence (Q01196 whole entry, looked up): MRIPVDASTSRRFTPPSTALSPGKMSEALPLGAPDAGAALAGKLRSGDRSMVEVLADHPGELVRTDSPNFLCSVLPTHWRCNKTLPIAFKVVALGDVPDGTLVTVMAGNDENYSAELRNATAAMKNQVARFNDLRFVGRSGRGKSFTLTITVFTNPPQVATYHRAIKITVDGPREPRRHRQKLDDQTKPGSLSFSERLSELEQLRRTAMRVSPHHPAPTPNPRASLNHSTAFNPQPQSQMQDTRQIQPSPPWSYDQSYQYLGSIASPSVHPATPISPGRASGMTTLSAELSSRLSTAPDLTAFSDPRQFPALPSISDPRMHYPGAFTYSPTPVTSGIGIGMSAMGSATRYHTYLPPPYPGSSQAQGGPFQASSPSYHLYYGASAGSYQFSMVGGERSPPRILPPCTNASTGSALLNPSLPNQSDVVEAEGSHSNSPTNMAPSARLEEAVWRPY
# Target sequence (Q13951 whole entry, looked up): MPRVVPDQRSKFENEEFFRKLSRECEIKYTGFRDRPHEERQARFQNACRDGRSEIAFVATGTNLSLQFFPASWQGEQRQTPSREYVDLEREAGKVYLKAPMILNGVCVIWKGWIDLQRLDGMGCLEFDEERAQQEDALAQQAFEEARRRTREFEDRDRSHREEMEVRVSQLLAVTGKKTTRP
#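 Interaction loss through any mechanism counts as activity. Pre-formed complex of His-CBF-beta and biotin-RUNX1 (30 nM apiece) is incubated with compound 15 min, then with 50 ng nickel and 50 ng streptavidin beads for 90 min before AlphaScreen detection.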
# Luc counter = counter-screen: inhibitors of Kinase-Glo firefly luciferase. Potency, µM (titrated, usually from 38.3 µM), for the others: at the top dose activity change, negative = inhibition, most hits filed as inhibitors. 0.28% of 200,000 active. AID 1379. Kinase-Glo luciferase, ATP luminescence, 8 min; further: potency means the concentration at half of the fitted maximal effect; on the % scale 0 is the no-effect control and ±100 the full control effect; nearly all actives have a fitted effect of over 60% in size
#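 Substrate mix (final 50 mM imidazole pH 7.2, 50 mM KCl, 7 mM MgCl2, 10 uM ATP, 0.01% Tween 20, 0.05% BSA) plus pin-tool compound, then Kinase-Glo detection mix; 8 min ambient, luminescence read.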
# Starred values were filed as active, the others as inactive; ? = inconclusive; / = no result given; [ ] = another dose, or the depositor's remark. Unless noted, the call rests on the fitted dose curve; in most records, active means well fitted curve in the direction sought with a large enough effect; inconclusive means small, poorly fitted or top-dose-only effect, or another doubt; inactive means no such curve, though single readings can be large; an effect the other way counts as inactive or inconclusive. Outcome played no part in choosing rows. About 4% of those tested had a hit in this group.
# Results follow in this order: LMNA splice mod	IMPase Li cell	SMN2 splice up	HTT cytoprotect	HTT aggregate	CBFb-RUNX1 inh	Luc counter
CSc1nnc2c(n1)OC(C1CC=C(C)CC1)Nc1ccccc1-2 (configuration not stated)
→ 0%	4%[38.3 µM]	-10%	5%	-9%	1%	3%
Fc1cccc(Nc2nc3ccccc3n3nnnc23)c1
→ 1%	-11%[38.3 µM]	1%	-10%	6%	-3%	-2%
O=C(NCc1ccc2c(c1)OCO2)c1cccc(F)c1
→ -5%	2%[38.3 µM]	-15%	-6%	-9%	7%	-3%
COc1ccc(NC(=O)Cc2ccccc2)cn1
→ /	-10%	12%	-19%	-6%	4%	-1%
CC(=O)n1cc([C@@H]2C=C(C(=O)N3CCOCC3)O[C@H](OCCCCO)C2)c2ccccc21
→ /	8%	/	12%[10 µM]	-4%[9.22 µM]	12%	/
COc1ccccc1NS(=O)(=O)c1ccc2oc(SC3CCOC3=O)nc2c1 (configuration not stated)
→ -2%	15%[38.3 µM]	15%	12%[10 µM]	-8%	0%	1%
C=CCNC(=O)COC(=O)c1oc2ccccc2c1CSC1CCCCC1
→ -4%	/	/	-53%[inhibitor][10 µM]	-1%	-7%	/
O=C(NCC1COc2ccccc2O1)c1ccc(NC(=O)C2CCCO2)cc1 (configuration not stated)
→ 3%	1%[38.3 µM]	26%	5%[1.9 µM]	29%	4%	1%
CO/N=C/c1cc([N+](=O)[O-])ccc1Sc1ccc(C)cc1
→ -9%	49%[activator][38.3 µM]	-9%	14%[10 µM]	-31%	-7%	3%
CSc1nc(C)c2c(c1C#N)CCCC2
→ 2%	12%[38.3 µM]	33%	14%	-23%	-4%	-13%
CCOc1cc(/C=N/NC(=O)CN2CCOCC2)ccc1OCc1ccc(Cl)cc1
→ -1%	8%	-1%	1%[10 µM]	0%	4%	1%
Cc1cc(N2CCN(C)CC2)nc2ccc(NC(=O)CCC(=O)NCCC(C)C)cc12
→ -15%[46 µM]	5%	8%	-12%	-10%	8%	-2%
CCCCNC(=O)CSc1nc2ccccc2c(=O)n1CCNC(C)=O
→ -4%	9%[38.3 µM]	5%	8%	-7%	0%	1%
COc1ccc2c(CC(=O)N(C)CC3COc4ccccc4O3)coc2c1 (configuration not stated)
→ -8%	10%[38.3 µM]	11%	-44%	-7%	-9%	-2%
Cc1cc(=O)[nH]c(SCC(=O)Nc2ccc(C(=O)O)cc2)n1
→ -1%	-14%[38.3 µM]	-11%	17%	6%[9.22 µM]	2%	10%
O=C1c2ccccc2C(Cc2ccnc(F)c2)(Cc2ccnc(F)c2)c2ccccc21
→ /	16%	-3%	-8%	/	11%	3%
CCC(CC)C(=O)N(c1ccc(F)cc1)C1C=CS(=O)(=O)C1 (configuration not stated)
→ -7%	5%[38.3 µM]	-9%	10%[10 µM]	-2%	7%	5%
COc1ccc(/C(C)=N/OCC(=O)N=Nc2c(O)[nH]c3ccccc23)cc1
→ -8%	-1%	-36%[inhibitor]	23%[10 µM]	-2%	3%	4%
Cc1ccc(NC(=O)c2cc(-c3ccco3)nc3ccccc23)cc1S(=O)(=O)N1CCOCC1
→ 15%[46 µM]	?	4%	-54%[inhibitor]	10%	?	-3%
O=C(NC1C2CC3CC(C2)CC1C3)c1ccc(N2CCNCC2)c([N+](=O)[O-])c1 (configuration not stated)
→ /	/	/	6%[10 µM]	11%[9.22 µM]	-1%	/

# Continued; the last 2 above are carried over.
# Results follow in this order: LMNA splice mod	IMPase Li cell	SMN2 splice up	HTT cytoprotect	HTT aggregate	CBFb-RUNX1 inh	Luc counter
Cc1ccc(NC(=O)c2cc(-c3ccco3)nc3ccccc23)cc1S(=O)(=O)N1CCOCC1
→ 15%[46 µM]	?	4%	-54%[inhibitor]	10%	?	-3%
O=C(NC1C2CC3CC(C2)CC1C3)c1ccc(N2CCNCC2)c([N+](=O)[O-])c1 (configuration not stated)
→ /	/	/	6%[10 µM]	11%[9.22 µM]	-1%	/
O=C(C1CCN(S(=O)(=O)c2cccc3nsnc23)CC1)N1CCN(c2ccccc2F)CC1
→ 4%	29%[38.3 µM]	-27%	-28%	-8%	-3%	-1%
COC(=O)C1(CC(C)C)C=C2C(=C(c3ccccc3)C(=O)C2C)CN1 (configuration not stated)
→ /	-11%	-15%	-69%[inhibitor]	/	18%	-5%
CC(C)C(=O)N1CCN(c2ccc([N+](=O)[O-])c(NC(C)c3ccccc3)c2)CC1 (configuration not stated)
→ -6%	13%	-5%[1.84 µM]	5%[10 µM]	-8%	?	0%
COc1cccc(/C=N/NC(=O)c2cc(-c3cccn3C)n[nH]2)c1O
→ ?	3%	-96%[inhibitor]	-48%[inhibitor][10 µM]	1.8µM*	?	-2%
N#CC1=C2SCN(c3ccc(F)cc3)CN2C(=O)CC1c1cccc(F)c1 (configuration not stated)
→ -5%	?	-11%	-28%	7%	-12%	-2%
O=C(NCCCN1CCCCC1)c1ccc2c(c1)NC(=O)C(N1CCCCC1)S2 (configuration not stated)
→ 12%[0.0737 µM]	18%[38.3 µM]	-1%	6%	1%	-3%	5%
C/C(=N\NC(=O)CN(c1ccccc1Br)S(C)(=O)=O)c1ccc2c(c1)OCCO2
→ 0%	13%	-7%	15%[0.074 µM]	4%	11%	-1%
C=C(C)Cn1c(SCC(=O)O)nc2c1c(=O)[nH]c(=O)n2C
→ -10%	9%[38.3 µM]	0%	-7%	-25%	8%	0%
Cc1cc(C(=O)OCC(=O)NCc2ccc(Cl)cc2)c(C)o1
→ /	2%	12%	-38%[inhibitor]	1%	-4%	-3%
CCN(CC)CCN(C(=O)c1ccc(S(=O)(=O)N2CCCCC2)cc1)c1nc2cc3c(cc2s1)OCO3
→ /	15%	3%	/	?	5%	1%
COc1ccccc1NC(=O)C1=C(C)NC2=C(C(=O)CC(c3ccc(OC)c(OC)c3)C2)C1c1coc2ccccc2c1=O (configuration not stated)
→ ?	0%	-9%	/	27%	-21%	2%
COc1cc2c(cc1OC)C1(C)N(CC2)C(C(C)=O)=NN1c1ccc(Cl)cc1 (configuration not stated)
→ /	/	/	7%[10 µM]	3%[9.22 µM]	?	/
COc1cc(/C=C/C(=O)O)cc(S(=O)(=O)NCC2CCCO2)c1OC (configuration not stated)
→ /	/	/	28%[10 µM]	26%[9.22 µM]	2%	/
Cn1cccc1Cc1nnc(SCC(=O)NCc2ccco2)n1-c1ccc(F)cc1
→ -4%	6%	-6%	16%[10 µM]	-1%	10%	-1%
CCOC(=O)CNC(=O)CSc1nnc(-c2ccccc2OC)n1CC
→ 4%	-2%[38.3 µM]	8%	-22%	5%	-1%	2%
CC(=O)c1nn(-c2cccc(Cl)c2)cc1C(=O)c1ccco1
→ 0%[0.0737 µM]	-3%[38.3 µM]	-2%	-8%	-6%	2%	-3%
C/C(=N\N1CCN(C)CC1)c1ccc(OC(F)F)cc1
→ -4%[46 µM]	13%	9%	26%[10 µM]	30%	4%	8%
NC(=O)c1cc(NC(=O)c2ccc(NS(=O)(=O)c3cccs3)cc2)cc(C(N)=O)c1
→ /	/	/	14%[10 µM]	-20%[9.22 µM]	13%	/
Cn1c2c(c(=O)n(C)c1=O)C(NS(=O)(=O)c1ccccc1)(C(F)(F)F)C(=O)N2 (configuration not stated)
→ -3%	-12%[38.3 µM]	-8%	3.5µM*	11%	1%	-2%
Cc1c(C(=O)c2ccccc2)c2ccccn2c1CCC#N
→ /	/	/	2%[10 µM]	-16%[9.22 µM]	-4%	/
Cc1ccc(-c2nnc(CSc3nnc(COc4cccc5ccccc45)n3-c3ccccc3)o2)cc1
→ ?	26%[38.3 µM]	16%	-19%	-73%	-10%	-1%
O=C(O)[C@H]1CCc2ccc3ccccc3c2[C@H]1c1cccc2ccccc12
→ /	0%	-4%[9.22 µM]	-4%[10 µM]	/	/	-4%[7.66 µM]
CCC(=O)c1ccc(OCC(O)CN2C(=O)NC(C)(C)C2=O)cc1 (configuration not stated)
→ -1%	7%[38.3 µM]	-12%	-16%	10%	3%	1%
O=[N+]([O-])c1ccc2c(c1)c(S(=O)(=O)O)cc1nonc12
→ /	-6%	-2%[9.22 µM]	0%[10 µM]	/	/	-8%[7.66 µM]
O=C1NC2(CCOc3ccccc32)C(=O)N1CC(=O)N(Cc1ccccc1)C1CCS(=O)(=O)C1 (configuration not stated)
→ -1%	28%[38.3 µM]	22%	1%	6%	3%	1%
Cc1sc(-c2ccncc2)nc1OC(=O)c1ccc(F)cc1F
→ -10%[46 µM]	0%	12%	-23%	2%	8%	-2%
Cn1ncc(Cl)c1C(=O)NC1C2CC3CC(C2)CC1C3 (configuration not stated)
→ ?	1%	2%	-28%	?	2%	2%
O=C(CSCc1ccccc1)N1CCN(c2cccc(C(F)(F)F)c2)CC1
→ -4%	28%[38.3 µM]	-33%[inhibitor]	-16%	-31%	13%	0%
O=C(c1csc2ccccc12)N1CCCCCC1
→ ?	-5%[38.3 µM]	-9%	-30%	?	6%	0%
COc1cccc(C(c2c(N)n(C)c(=O)n(C)c2=O)C(C)[N+](=O)[O-])c1 (configuration not stated)
→ /	/	/	22%[10 µM]	-6%[9.22 µM]	0%	/
CCOC(=O)C1CCN(C(=O)Cn2cc(C(=O)C3CC3)c3ccccc32)CC1
→ -6%	13%[38.3 µM]	2%	-7%	-9%	5%	2%
CS(=O)(=O)N(Cc1ccccc1)c1ccc(C(=O)N2CCN(c3cccc(Cl)c3)CC2)cc1
→ ?	32%[38.3 µM]	-45%[inhibitor]	-67%[inhibitor]	?	-5%	18%
COc1ccc2nc(NC(=O)c3cccc(-c4cc5ccccc5oc4=O)c3)sc2c1
→ -5%	-6%	?	-1%[10 µM]	?	3%	-2%
CCCC(=O)Nc1nc2nc(-c3ccccc3)cc(=O)n2[nH]1
→ 1%	21%[38.3 µM]	-2%	10%	12%	4%	0%
CCCN1C(=O)c2cc(C(=O)NCCc3cccc(C)c3)ccc2C1O (configuration not stated)
→ 0%	-10%[38.3 µM]	-4%	-37%	8%	3%	-1%
S=C1NCCOCCNC(=S)NCCOCCOCCOCCN1
→ 2%	-6%	-7%	/	18%	-9%	0%
C=CCn1c(SCC(=O)NC2CCCCC2)nnc1-c1ccc(OC)cc1
→ -3%	2%	-21%	-13%	?	6%	1%
